# From PubChem
# SENP8 inh = blocks human SENP8 cleavage of Nedd8 substrate | recombinant SENP8, Nedd8 substrate fluorescence | hit rate 0.64% among 360,000 | AID 602440 | inhibition, % at 20 µM | Q96LD8; in the data active means inhibition mostly above about 40%, no sharp cut-off; inactive means mostly below about 27%
# Target sequence (Q96LD8 whole entry, looked up): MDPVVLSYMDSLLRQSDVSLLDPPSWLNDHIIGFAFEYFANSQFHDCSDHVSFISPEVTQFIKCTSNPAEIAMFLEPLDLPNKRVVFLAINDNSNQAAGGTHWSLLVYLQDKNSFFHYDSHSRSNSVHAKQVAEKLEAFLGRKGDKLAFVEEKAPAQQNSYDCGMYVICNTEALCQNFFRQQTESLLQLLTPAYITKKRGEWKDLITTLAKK
# MPTP inh = blocks calcium-induced mitochondrial swelling. isolated mouse mitochondria, Ca2+ swelling absorbance, 30 min. inhibition, % at 10 µM. hit rate 1.4% among 360,000;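 active means inhibition of 50% or more, scaled per plate between neutral and stimulator controls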;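 further: 0% = DMSO wells given calcium and 100% = 1 mM EGTA wells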
# hIAP act = human IAP activation; purified human IAP, CDP-Star luminescence, 30 min; stronger effect = higher value; 1 = vehicle-only enzyme, 0 = enzyme-free background; activation factor at 10 µM; hit rate 0.16% among 330,000; AID 2524;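 active means activation factor of the enzyme at least 2-fold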; further: the source names both 10 and 20 µM as test concentration; values of inactives mirror those of a sister screen read the other way
# PfG6PD inh = PfG6PD (Plasmodium falciparum) enzyme inhibition | inhibition, % at 20 µM | hit rate 0.78% among 350,000 | PfGluPho enzyme, NADPH resazurin-diaphorase fluorescence;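 active means inhibition reaching at least a set limit at 20 µM in the primary screen, cut at about 59% in these data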;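 further: 0% = DMSO wells with substrate and 100% = DMSO wells lacking glucose-6-phosphate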
# GRIN3A LBD mod = NR3A (human) ligand-binding domain modulation; NR3A LBD differential scanning fluorimetry, Tm shift; 0% = protein alone, 100% = glycine-bound protein; AID 1259313; Tm shift relative to glycine control, % at 25 µM; hit rate 2.5% among 340,000;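 active means melting temperature shift of at least 10% of the positive control shift, at one fixed dose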
# SENP6 block = inhibitors of human SENP6 protease; Recombinant SENP6 catalytic domain, aminoluciferin luminescence; inhibition, % at 10 µM; Q9GZR1; AID 2599; hit rate 1.8% among 330,000;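 active means inhibition above about 50% at the single tested dose, limit read from the data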;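 further: plate controls were DMSO wells with enzyme for no effect and DMSO wells lacking enzyme for full effect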
# Target sequence (Q9GZR1 628-1112 limits assumed): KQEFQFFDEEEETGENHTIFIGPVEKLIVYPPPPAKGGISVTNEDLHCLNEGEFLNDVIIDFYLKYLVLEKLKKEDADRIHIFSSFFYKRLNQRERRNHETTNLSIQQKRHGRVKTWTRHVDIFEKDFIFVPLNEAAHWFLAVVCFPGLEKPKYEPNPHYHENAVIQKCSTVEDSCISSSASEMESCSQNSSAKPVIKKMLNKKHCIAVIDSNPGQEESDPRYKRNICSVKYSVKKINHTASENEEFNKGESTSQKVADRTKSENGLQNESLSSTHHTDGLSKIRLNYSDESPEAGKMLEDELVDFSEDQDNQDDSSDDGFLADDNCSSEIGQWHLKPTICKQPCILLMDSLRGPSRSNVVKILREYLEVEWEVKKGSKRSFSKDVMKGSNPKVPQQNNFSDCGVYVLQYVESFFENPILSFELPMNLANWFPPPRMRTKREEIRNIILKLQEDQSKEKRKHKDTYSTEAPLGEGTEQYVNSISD
# SENP1 FRET inh = inhibitors of human SENP1 SUMO protease catalytic domain. Q9P0U3. recombinant SENP1 catalytic domain, CyPet-SUMO1-YPet FRET cleavage. inhibition, % at 10 µM. hit rate 0.21% among 360,000;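 active means inhibition at least 30% at 10 µM, raw YFP signal under a set limit, fluorescence ratio 0.5 to 1.5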;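 further: 0% = enzyme with DMSO and 100% = no enzyme wells; some results filed as inactive read as strong as hits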
# Target sequence (Q9P0U3 419-644 limits assumed): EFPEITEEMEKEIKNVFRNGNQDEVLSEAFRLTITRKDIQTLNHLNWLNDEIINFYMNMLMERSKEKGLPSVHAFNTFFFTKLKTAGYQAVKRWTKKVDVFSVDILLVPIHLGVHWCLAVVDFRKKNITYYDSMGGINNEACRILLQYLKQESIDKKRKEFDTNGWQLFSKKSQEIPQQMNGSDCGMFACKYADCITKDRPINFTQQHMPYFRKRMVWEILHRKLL
#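 Test system: hSENP1 catalytic domain, recombinant; Amount: 20 pM final SENP1 enzyme; Medium: Tris pH 8 buffer plus EDTA, NaCl, BME, BSA, NP40, catalase; Schedule: 50 min enzyme reaction, room temperature, light-protected; Technique: FRET fluorescence in CFP and YFP emission channels; Controls: no-enzyme wells low, DMSO-plus-enzyme wells high control.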
# ATG4B inhibitor = inhibitors of human ATG4B cysteine protease; Q9Y4P1; ATG4B cleavage of LC3-PLA2, NBD-HPC fluorescence, 1 h; inhibition, % at 8.33 µM; hit rate 0.51% among 340,000; in the data active means inhibition above about 40%
# Starred values were filed as active, the others as inactive; i = inactive; · = no result given.
SMILES,SENP8 inh,MPTP inh,hIAP act,PfG6PD inh,GRIN3A LBD mod,SENP6 block,SENP1 FRET inh,ATG4B inhibitor
CCOCCCNC(=S)N1C2CCC1CC(NC(=O)NC1CCCCC1)C2 (stereo not given),7,-0.7,0.9,-8,0,-5,-1,-6
COc1cccc(-n2nc3c(=S)[nH]nc(C)c3c2C)c1,22,-5.1,0.87,9,-2,8,-19,5
COc1cccc(-c2cc(C(=O)N/N=C/c3ccc(OC)c(COC(C)=O)c3)c3ccccc3n2)c1,-31,-2.4,0.93,-21,-2,4,0,-9
Cc1ccc(S(=O)(=O)N2[C@@H](c3ccc4c(c3)OCO4)C(C(=O)O)=C[C@H]2C(C)(C)C)cc1,-2,13,0.98,-7,0,-21,-16,3
Cc1cccc(C)c1OCC(=O)OCC(=O)Nc1ccc(Cl)cn1,3,-0.2,1.1,-13,-20,2,3,10
CCOc1ccc(S(=O)(=O)Nc2nc3ccccc3nc2N2CCN(C)CC2)cc1,-418,-1.2,1.3,-24,-2,-19,-8,-2
CC(=O)Oc1ccccc1C1C[C@]2(C)CC(=O)NC2N1C(C)=O (stereo not given in full),8,2.4,1,3,0,2,2,-6
Cc1cccc(C(=O)Nc2cccc(C(=O)N/N=C/c3cccc(C)n3)c2)c1,12,-0.3,1.2,6,0,-3,-29,0
O=C(NC1CCCCC1)c1ccccc1NC(=S)NC(=O)C1CC1,17,0.5,1,-11,-2,5,1,2
COc1cccc(-c2nnn(CC(=O)N3CCC(C)CC3)n2)c1,13,3.0,1.1,12,-1,-2,2,2
O=C(Cn1cnc([N+](=O)[O-])n1)N/N=C/c1ccc(O)cc1O,16,0.3,1.5,-35,-1,-9,1,-7
CCOC(=O)C(C(=O)OCC)N(C#N)c1nc(OC)nc(N(C)C)n1,21,-1.3,1.1,-15,4,-12,-3,-7
COc1ccccc1OCCNC(=O)CCNS(=O)(=O)c1ccc(C)cc1,14,-2.0,·,-5,1,·,-1,-11
CCCCN(C(=O)CSc1cc(C)c2ccccc2n1)c1c(N)n(Cc2ccccc2)c(=O)[nH]c1=O,-8,-10,0.93,0,-4,-2,-3,0
O=c1c2ccccc2nnn1Cc1ccc(Br)cc1,-2,-4.3,1,7,2,-22,3,-25
O=C1NCCCC1C(=O)N1CCN(C(=O)c2ccco2)CC1 (stereo not given),13,-1.9,0.88,-10,-5,-5,-1,-2
Cc1ccc([N+](=O)[O-])cc1NC(=O)C(C)N1CCCCC1 (stereo not given),12,-2.4,1.1,-2,-1,-29,1,-1
COc1cc(C(=O)NCc2nnc(SCC(=O)NCCc3ccccc3)o2)cc(OC)c1OC,13,2.3,1,-4,-3,-1,0,2
CCOc1cc(C2C(C(=O)N3CCCCC3)=C(C)NC3=C2C(=O)CCC3)cc(Br)c1O (stereo not given),-201,-1.0,0.94,-9,1,6,-1,9
COc1ccccc1OCc1nc(C#N)c(N2CC(C)CC(C)C2)o1 (stereo not given),6,-0.8,1.2,-8,3,9,2,-10
COc1ccc(Nc2nc(Cl)nc(NCc3ccco3)n2)cc1,10,0.4,1.2,-9,-2,-16,1,-4
Cc1ccc(NC(=O)CSc2cccc3cccnc23)c(C)c1,-296,0.1,1.4,24,-1,4,-3,3
COc1cc(C(=O)Nc2ccc(C)cc2)c2ccccc2n1,-20,0.5,0.96,-1,1,-6,-19,4
COc1ccccc1NC(=S)N1CCN(Cc2ccc3c(c2)OCO3)CC1,9,-0.4,0.9,-3,0,11,1,-3
COc1ccc(N2CCN(Cc3cc(=O)oc4cc(-c5ccccc5)c(O)cc34)CC2)cc1,-305,-3.2,0.99,7,-16,4,0,-7
Cc1cc([N+](=O)[O-])ccc1NC(=O)c1sc2ncn(CC(=O)N3CCOCC3)c(=O)c2c1C,14,-0.2,1.2,5,3,-13,1,4
CCOC(=O)c1c(CN2CCC(C)CC2)n(C)c2cc(Br)c(OC)cc12,13,2.8,0.89,6,1,-8,1,-9
CCOc1ccc(NC(=O)COC(=O)C2CC2C)cc1 (stereo not given),16,-1.7,1.2,-4,0,-5,3,2
Cc1[nH]c2ccccc2c1C(=O)CSC(=S)N1CCN(C)CC1,28,2.4,0.95,7,2,-17,2,-8
O=C(CSc1nnc(SCc2ccc(Cl)cc2)s1)N/N=C/c1ccccc1C(=O)O,10,2.6,1,-30,1,6,1,-1
Cc1cc(C(=O)COC(=O)c2ccc3c(c2)NC(=O)CS3)c(C)n1CC1CCCO1 (stereo not given),5,1.0,0.98,18,1,1,-1,-27
O=C(O)c1ccc(Cl)c(S(=O)(=O)NCc2cccnc2)c1,8,-1.3,1.1,-2,2,7,1,5
CC(/C=C/c1ccc(O)cc1)=NNc1ccccc1,-13,0.2,·,-4,9,·,-8,-5
CC(C)C(C)NC(=O)COC(=O)c1cccc(C(=O)OCC(=O)NC(C)C(C)C)n1 (stereo not given),10,-1.8,1.2,9,-1,0,1,-4
O=C(NC(=S)NCCOCc1ccc(Cl)cc1)c1cccnc1,7,0.2,0.86,15,0,-14,1,-1
CCOC(=O)c1sc2nccc(N(C)C)c2c1N=CNOCc1ccccc1,i,-1.0,1.1,31,-19,-6,-48,-7
Cn1c(/C=N/NC(=O)c2ccccc2)nc2ccccc21,-113,-1.2,0.95,25,4,-23,0,-7
O=C(CSc1nnc2ccc(-c3cccnc3)nn12)Nc1ccccc1F,-104,-0.7,1.1,5,2,0,2,1
Cc1ccnn1CCC(=O)N1CCCC(CCC(=O)NCc2ccccc2F)C1 (stereo not given),1,-2.3,1,-19,-1,2,-1,12
CCc1ccccc1NC(=O)CN(C)Cc1nc(N)nc(Nc2ccccc2C)n1,3,-1.0,1.2,9,1,0,0,-10
COc1ccc(C(=O)COC(=O)Cn2cnc3ccccc3c2=O)c(OC)c1,-5,-0.3,1.1,13,-2,-7,-1,0
CC(C)(C)OC(=O)N1CCC2(CC1)C(C#N)=C(N)OC1=C2C(=O)CCC1,8,1.4,0.86,-2,-2,10,-7,0
CCN(CC(=O)Nc1ccc(OC)cc1)C(=O)c1cc(S(=O)(=O)N(C)C)ccc1N1CCCC1,9,-0.7,1.1,-17,0,-9,1,-3
CC(C)NC(=O)c1cc(-c2cccs2)nc2ccccc12,-295,-0.4,0.94,16,1,-3,-4,-4
CCN(CC)S(=O)(=O)c1cc(NC(=O)C2CC(=O)N(Cc3ccccc3)C2)ccc1Cl (stereo not given),2,1.9,0.84,18,-3,-9,0,-14
Cc1cc(=O)[nH]c(/N=C(\N)Nc2ccc(SC(F)F)cc2)n1,7,-3.2,1.3,36,1,-11,1,-9
CN(Cc1ccc(Cl)c(Cl)c1)C(=O)C1=CC=CN2CCS(=O)(=O)N=C12,-330,-1.3,0.99,4,-5,3,-2,0
O=c1c(-c2ccc(Cl)cc2)coc2c(CN3CCOCC3)c(O)ccc12,i,-0.9,0.98,-17,0,-19,1,0
O=C(CN1C(=O)NC2(CCCCCCC2)C1=O)NCc1ccc2c(c1)OCO2,14,-1.3,1,5,2,-16,-1,-5
COc1ccccc1CNC(=O)N1CCN(S(=O)(=O)c2ccc(Cl)cc2)CC1,10,1.8,1,16,-1,23,0,-4
CCOC(=O)C1=C(C)C/C(=N\NC(=O)c2ccccc2O)CC1,4,2.1,1.1,20,-1,27,1,-2
Cn1c(SCC(=O)NCc2cccs2)nnc1-c1ccco1,5,-3.6,0.93,-13,-2,-10,1,-7
NC(=O)c1ccccc1NS(=O)(=O)c1ccc(F)cc1,-125,-0.2,0.98,-20,-1,-3,0,-1
CC(=O)c1ccc(NC(=O)/C(=C\c2ccccc2)NC(=O)c2ccco2)cc1,8,0.1,0.95,0,0,5,-5,-7
CCO[C@@H]1OC(C(=O)NC2CC2)=C[C@H](c2csc3ccccc23)[C@H]1CCCO,6,-0.1,0.93,14,5,9,-3,-3
N#CCCn1cc(C(CC(=O)c2ccccc2)C(=O)O)c2ccccc21 (stereo not given),-12,0.4,1,-2,0,3,-24,-4
CN(C(=O)CSc1nnnn1-c1ccc(Cl)cc1)C1CCS(=O)(=O)C1 (stereo not given),1,-2.8,0.96,-8,0,-7,3,-3
CCC(C)NC(=O)C1CC(c2ccc(OC)cc2)=NO1 (stereo not given),9,1.1,0.93,-12,1,-8,-1,16
Cc1nn2c(-c3ccc(S(=O)(=O)N4CCN(C)CC4)o3)nnc2c2ccccc12,-133,-0.2,0.85,29,-1,2,0,2
CCn1c(=O)c(C(=O)CN2CCN(S(=O)(=O)c3ccccc3)CC2)c(N)n(Cc2ccccc2)c1=O,9,-1.7,0.91,6,-3,-11,-27,-17

# More records.
SMILES,SENP8 inh,MPTP inh,hIAP act,PfG6PD inh,GRIN3A LBD mod,SENP6 block,SENP1 FRET inh,ATG4B inhibitor
C=CCNc1oc(-c2ccco2)nc1S(=O)(=O)c1ccccc1,-42,-0.5,1,4,-1,-21,-2,4
CC(=NN(Cc1ccccc1)c1ccccc1)c1ccccc1,19,0.3,·,6,2,·,4,-1
CCC(=O)/C=C1\Sc2ccc(OC)cc2N1CCO,12,-3.4,0.99,5,2,-2,2,-6
CC(C)C1C(c2ccccc2)N(C)C(c2ccccc2)CC1(O)c1ccccc1 (stereo not given),15,3.2,0.94,24,-8,-12,2,5
Cc1[nH]c2c(C)cccc2c1CCNC(=O)c1ccc2c(c1[N+](=O)[O-])C(=O)c1ccccc1C2=O,43*,0.5,1.1,0,-25,-3,1,-21
CCOC(=O)Cc1csc(NC(=O)c2sc3nc4c(C)cc(C)cc4cc3c2N)n1,-167,3.3,1.1,8,1,-8,6,-14
CCN1C[C@@H]2[C@@H]3C(=O)N(C)C(=O)[C@@H]3[C@](CC)(C(=O)OC)N2C1=NCc1ccccc1,16,2.6,·,6,1,·,3,-2
O=C(N/N=C/c1cccc([N+](=O)[O-])c1)c1nc2ccccc2c(=O)[nH]1,16,4.7,2.4*,6,0,-4,0,10
CCc1ccc(S(=O)(=O)NCc2cn3cccc(C)c3n2)s1,6,20,1.1,-2,-1,-1,-21,0
Cc1cc(NC(=O)CSCC(=O)N(C)Cc2ccc(F)cc2)no1,2,-0.4,1,-1,0,-2,1,1
CC(C)Oc1ccc(CCNC(=O)C2CCC(=O)N(Cc3cccc(F)c3)C2)cc1 (stereo not given),5,1.7,1,-1,2,0,3,6
O=C(CCCN1C(=O)/C(=C/c2ccccc2)SC1=S)NCCCn1ccnc1,35,0.6,0.93,-1,-1,34,2,-4
Cc1ccc(/C(N)=N/OC(=O)c2cccs2)cc1,9,1.4,1,16,-11,73*,2,9
O=C(CN1CCSC1=NCc1ccccc1)c1ccccc1,7,1.8,0.84,17,-4,11,2,8
O=C(c1ccccc1NS(=O)(=O)c1ccc(F)cc1F)N1CCCCC1,5,-0.3,1.1,5,2,-6,2,-6
O=C(c1ccc(-c2cc3ccccc3oc2=O)cc1)N1CCN(c2ccc(Cl)cc2[N+](=O)[O-])CC1,6,1.7,0.86,2,-5,-23,3,4
CCC(=O)N1CCc2cc(S(=O)(=O)CCC(=O)Nc3cccc(C)n3)ccc21,15,0.6,0.95,8,0,-11,0,-7
CC(=O)Nc1ccc2oc(-c3ccccc3)nc2c1,-447,-0.2,0.96,-5,-2,40,3,-11

# Reformatted: entries from further up
> CCC(=O)/C=C1\Sc2ccc(OC)cc2N1CCO
- SENP8 inh: 12
- MPTP inh: -3.4
- hIAP act: 0.99
- PfG6PD inh: 5
- GRIN3A LBD mod: 2
- SENP6 block: -2
- SENP1 FRET inh: 2
- ATG4B inhibitor: -6

> CCC(=O)N1CCc2cc(S(=O)(=O)CCC(=O)Nc3cccc(C)n3)ccc21
- SENP8 inh: 15
- MPTP inh: 0.6
- hIAP act: 0.95
- PfG6PD inh: 8
- GRIN3A LBD mod: 0
- SENP6 block: -11
- SENP1 FRET inh: 0
- ATG4B inhibitor: -7

# Outcome played no part in choosing rows; any-hit rate near 6.7%.
